# BioA inh: blocks M. tuberculosis BioA enzyme activity. purified M. tuberculosis BioA enzyme, plate reader. inhibition, % at 9.99 µM. 360,000 compounds, 0.096% hits; in the data active means inhibition above about 40%; inconclusive means no clear call, values can overlap the other calls
# BoNT-F LC inh: inhibitors of Botulinum neurotoxin F light chain protease; Multiplex microsphere protease cleavage assay, flow cytometry; inhibition, % at 10 µM; 360,000 compounds, 0.22% hits; AID 588497; in the data active means inhibition above about 35%, passing the limit was not always enough; inconclusive means no clear call, values can overlap the other calls; further: plate controls were buffer without enzyme for full effect and enzyme alone for no effect
# CCHF vOTU inh: blocks the CCHF virus ovarian tumor domain protease; CCHFV vOTU protease, Pep-AMC fluorescence; inhibition, % at 11.5 µM; 370,000 compounds, 0.55% hits; AID 651958; further: 0% = vehicle wells with enzyme and 100% = no enzyme wells
# PrPC TRFRET: reduces human prion protein on the cell surface | P04156 | 370,000 compounds, 0.43% hits | inhibition, % at 13.8 µM | AID 720596 | cell surface PrPC, TR-FRET read-out; in the data active means inhibition above about 24%; further: 0% = median of the test wells and 100% = reference compound wells
# BoNT-A LC inh2: blocks Botulinum neurotoxin A light chain protease | multiplex microsphere protease substrate cleavage, flow cytometry | inhibition, % at 10 µM | 360,000 compounds, 0.17% hits | AID 588499; in the data active means inhibition above about 30%; inconclusive means no clear call, values can overlap the other calls; further: plate controls were buffer without enzyme for full effect and enzyme alone for no effect
# Mtb UGM inh: Mtb UDP-galactopyranose mutase inhibition; P9WIQ1; purified UGM, fluorescence polarization probe displacement; inhibition, % at 10 µM; 320,000 compounds, 0.06% hits; AID 504406; in the data active means inhibition above about 10%, passing the limit was not always enough; inconclusive means no clear call, values can overlap the other calls
# Target sequence (P9WIQ1 whole entry, looked up): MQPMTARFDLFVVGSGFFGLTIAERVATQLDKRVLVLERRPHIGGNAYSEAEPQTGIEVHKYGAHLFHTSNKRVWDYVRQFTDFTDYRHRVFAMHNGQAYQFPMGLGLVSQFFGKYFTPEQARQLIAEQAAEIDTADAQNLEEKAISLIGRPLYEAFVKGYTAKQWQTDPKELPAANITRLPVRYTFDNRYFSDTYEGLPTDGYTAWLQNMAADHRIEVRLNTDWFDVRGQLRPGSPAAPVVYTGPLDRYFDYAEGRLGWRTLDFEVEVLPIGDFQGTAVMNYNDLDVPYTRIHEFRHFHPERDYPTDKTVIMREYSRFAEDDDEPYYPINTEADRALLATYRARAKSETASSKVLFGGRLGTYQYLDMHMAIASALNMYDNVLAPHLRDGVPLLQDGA
# FBA Mtb inh: inhibitors of M. tuberculosis fructose-bisphosphate aldolase | P9WQA3 | purified M. tuberculosis FBA, fluorescence read-out | inhibition, % at 1 µM | 360,000 compounds, 2.3% hits | AID 588726; in the data active means inhibition above about 27%;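 further: 0% = vehicle and 100% = reference inhibitor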
# Target sequence (P9WQA3 whole entry, looked up): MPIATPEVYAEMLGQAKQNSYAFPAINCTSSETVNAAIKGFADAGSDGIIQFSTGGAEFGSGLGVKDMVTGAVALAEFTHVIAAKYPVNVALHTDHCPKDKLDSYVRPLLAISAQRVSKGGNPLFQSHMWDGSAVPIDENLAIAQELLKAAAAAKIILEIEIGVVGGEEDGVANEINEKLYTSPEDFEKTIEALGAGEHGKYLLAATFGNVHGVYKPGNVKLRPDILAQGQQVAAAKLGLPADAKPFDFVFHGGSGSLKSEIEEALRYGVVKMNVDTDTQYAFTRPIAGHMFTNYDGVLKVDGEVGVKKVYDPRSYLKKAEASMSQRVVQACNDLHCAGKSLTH
# GDH-TPI inh: GDH-TPI coupled enzyme inhibition counter-screen. GDH-TPI coupled enzyme counterscreen, NADH absorbance. inhibition, % at 4.8 µM. 360,000 compounds, 1.2% hits. AID 588335;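 further: 0% = DMSO wells and 100% = wells lacking the enzyme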
# FadD28 FP inh: blocks FadD28 binding to the bisubstrate probe; fluorescence polarization; inhibition, % at 12.5 µM; 360,000 compounds, 0.22% hits; in the data active means inhibition above about 8.5%, passing the limit was not always enough; inconclusive means no clear call, values can overlap the other calls
# Numbers without * were called inactive; ? = inconclusive; · = not tested or not shown. Unless noted, no stated cut-off is given here; in the data, active means inhibition above about 30%; inactive means the rest.
SMILES,BioA inh,BoNT-F LC inh,CCHF vOTU inh,PrPC TRFRET,BoNT-A LC inh2,Mtb UGM inh,FBA Mtb inh,GDH-TPI inh,FadD28 FP inh
COc1cc(/C=N/NS(=O)(=O)c2ccccc2)c(OC)c(OC)c1,1.2,22,-7,-5,-0.1,1.3,-3,7,-3.6
CN1/C(=C\C(=O)COC(=O)c2ccco2)C(C)(C)c2ccccc21,4.9,-5,3,2,0.9,-1.7,4,22,-2.6
CC(C)(C)Nc1nc2nonc2nc1NC(C)(C)C,-0.7,3,4,-1,-0.1,-0.9,-1,7,-0.8
C=C(C)[C@@H]1CC=C(CN2CCC(CCOC)(C(=O)OCC)CC2)CC1,1.9,-2,5,-6,0.4,1.5,3,-1,-0.6
COc1ccc(/C=N/Nc2ncc(C(F)(F)F)cc2Cl)cc1OC,·,-2,3,-4,-0.7,-0.1,6,41*,2.8
COC(=O)c1cc(C(=O)OC)cc(N2C(=O)CC(NNC(=O)c3ccccc3Br)C2=O)c1 (configuration not stated),0.2,-8,6,-1,-5.9,1.3,2,4,-1.5
O=C(c1ccc2nccnc2c1)N1CCN(Cc2ccc3c(c2)OCO3)CC1,-0.6,-7,6,-1,-0.3,-2.1,3,6,3.7
COc1ccc(C(=O)NC(C(=O)NCC2(N3CCCCC3)CCCCC2)C(C)C)cc1 (configuration not stated),-2.1,-9,-4,-8,0.1,-2.0,5,11,-0.8
Cc1ccc(S(=O)(=O)c2ccc(Cl)cc2)cc1S(=O)(=O)NC(C)C(=O)O (configuration not stated),·,-10,13,5,-0.4,-1.0,-2,7,-1.7
COc1ccc(NC(=O)C2CCCO2)cc1OC (configuration not stated),0.5,-3,-20,3,-0.3,-1.3,3,0,-1.3
CCN(CC)CCN1C(=O)C(=O)/C(=C(/O)c2c(C)[nH]c(C(=O)OC)c2C)C1c1cccs1 (configuration not stated),-2.0,-9,5,-1,-1.0,0.5,-1,15,-0.1
Cc1cc(N2CCOCC2)nc(N2CCOCC2)c1C#N,11,-9,-6,7,-0.4,·,-2,0,-9.0
COC(=O)c1[nH]c2ccc(C)cc2c1NC(=O)Nc1ccccc1OC,0.1,-7,14,-11,-0.1,-2.5,5,16,-0.2
CN(C(=O)COC(=O)CNC(=O)c1sc2ccccc2c1Cl)c1ccccc1,·,-4,2,6,0.4,-1.0,0,-1,-6.4
NC(=O)C1CCN(C(=O)c2ccc3nc(-c4ccccc4)c(-c4ccccc4)nc3c2)CC1,0.2,0,-73,47*,-0.8,0.3,66*,24,-1.4
Cc1cccc(C)c1N1C(=O)c2ccccc2C1=O,·,2,13,-2,0.0,1.4,2,8,1.0
COc1ccc(-c2cc3nc(C)cc(N4CCN(C(=O)c5ccco5)CC4)n3n2)cc1,0.5,1,0,-10,-0.2,·,4,11,-2.9
COc1ccc([N+](=O)[O-])cc1NC(=O)COC(=O)c1ccccn1,·,-18,-4,-11,-0.5,0.2,-2,6,-0.9
CCC(=O)NN1CCc2cc3ccc(C)cc3nc21,-0.3,15,-38,-1,3.9,-1.3,26,-5,-0.6
CC(=O)NC(=S)Nc1ccc([N+](=O)[O-])cc1C,·,-3,10,-14,-0.5,-3.2,-3,3,-0.9

# Compound profiles, from the list above. Screens in order: BioA inh, BoNT-F LC inh, CCHF vOTU inh, PrPC TRFRET, BoNT-A LC inh2, Mtb UGM inh, FBA Mtb inh, GDH-TPI inh, FadD28 FP inh
# CCN(CC)CCN1C(=O)C(=O)/C(=C(/O)c2c(C)[nH]c(C(=O)OC)c2C)C1c1cccs1 (configuration not stated) as listed: -2.0, -9, 5, -1, -1.0, 0.5, -1, 15, -0.1
# COc1ccc([N+](=O)[O-])cc1NC(=O)COC(=O)c1ccccn1 as listed: ·, -18, -4, -11, -0.5, 0.2, -2, 6, -0.9

# (listing goes on)
SMILES,BioA inh,BoNT-F LC inh,CCHF vOTU inh,PrPC TRFRET,BoNT-A LC inh2,Mtb UGM inh,FBA Mtb inh,GDH-TPI inh,FadD28 FP inh
COc1ccc(-c2c(N)n[nH]c2C)cc1OC,·,-9,-10,-2,-0.4,-4.1,-3,-2,-4.2
Nc1c(C(=O)NCc2ccc3c(c2)OCO3)c2nc3ccccc3nc2n1CCCN1CCOCC1,·,-14,-21,-5,16,-2.3,10,2,0.3
CCOC(=O)COc1ccc(S(=O)(=O)N2CCc3ccccc3C2)cc1,-0.1,-12,-7,4,-1.1,1.7,-3,1,-3.7
Cc1ccc(-n2cc(CN(C)Cc3ncc[nH]3)c(-c3cccc(C)c3)n2)cc1,·,-12,5,8,-0.7,1.7,2,12,-0.4
Clc1cnc2nc(SC/C=C/c3ccccc3)[nH]c2c1,0.7,-4,-12,-7,-0.3,1.5,2,0,-3.0
CCN(CC(=O)Nc1ccc2c(c1)OCCO2)C(=O)CCc1ccccc1Cl,1.9,1,8,0,-1.3,-2.6,0,2,-1.1
CC(C)Cc1nc(SCC(=O)Nc2nnc(CC(C)C)s2)n[nH]1,·,-11,-6,6,-1.3,1.0,-2,-6,-3.6
CN(C)CCCN(C(=O)c1ccc(S(=O)(=O)N(C)C)cc1)c1nc2cc3c(cc2s1)OCO3,3.5,-5,-5,1,1.2,-3.5,-2,9,-5.3
COc1ccc(OC)c(NC(=O)COC(=O)[C@H](Cc2ccccc2)NC(=O)c2ccco2)c1,-0.7,3,-2,3,-0.4,6.7,-1,-1,-1.8
COC(=O)c1ccc(NS(=O)(=O)c2ccc3c(c2)oc(=O)n3C)cc1,-0.2,-12,9,-2,-1.3,0.0,1,10,0.5
COc1cc(OC)c(C(=O)NC2CC(C)(C)NC(C)(C)C2)cc1OC,0.2,1,5,-4,0.1,2.4,0,3,-0.4
CC/C(=C\C1CCCCC1)C(NP(=O)(c1ccccc1)c1ccccc1)c1ccccc1 (configuration not stated),-0.4,1,7,-2,-0.4,2.5,-3,7,-1.9
Cc1ccc2cc(CCNC(=O)c3ccco3)c(=O)[nH]c2c1C,-1.3,-1,-2,8,-0.5,0.1,4,12,-1.8
Cc1cccc(N=Cc2cc(Br)cc(Cl)c2O)c1,·,11,5,4,2.2,1.6,-5,-2,-3.6
CCN(CC)S(=O)(=O)c1cccc(C(=O)N2CCCc3ccccc32)c1,0.8,1,-3,4,-1.8,2.3,2,0,-1.4
Fc1ccc2nc(Nc3nc4cc5c(cc4s3)OCCO5)sc2c1,-1.2,-5,-2,12,0.3,-0.7,59*,16,-1.6
Cc1c(Cl)cccc1Nc1nc(N)nc(CN2CCc3ccccc3C2)n1,-1.2,0,13,-12,1.2,0.2,5,-2,-1.5
COc1ccc(S(=O)(=O)N2CCN(c3ccc4nnc(-c5ccc(F)cc5)n4n3)CC2)cc1,-0.1,0,-5,4,-0.6,-3.8,-2,6,-11
CCCn1c(N/N=C\C=C\c2ccccc2)nc2c1c(=O)[nH]c(=O)n2C,·,-3,17,-9,-0.5,0.0,-4,31*,-1.5
C#CCOCCOCCOCCNc1nc(N2CCN(C(=O)Cn3cc(CCO)nn3)CC2)nc(N2CCN(C(=O)[C@H](Cc3ccc(O)cc3)n3cc(CCO)nn3)CC2)n1,3.2,-5,8,10,-0.5,·,-1,-1,-1.9
Cn1c2c(c(=O)n(C)c1=O)CN(CCN1CCNCC1)CN2,·,-5,-9,-1,0.6,0.8,5,-3,-0.5
Cc1ccc(C)c(NC(=O)NNC(=O)CCc2ccccc2)c1,-2.3,-2,-1,6,-0.3,3.0,2,1,-0.6
COc1ccc(C[C@H]2CN3C(=NC[C@@H]3C)N2CCNC(=O)CCC2CCCCC2)cc1,-2.6,-3,22,0,0.4,-1.4,1,8,-2.1
CN(C)CCCN=Cc1c(O)n(CCc2ccc(F)cc2)c(=O)[nH]c1=O,-1.3,5,-1,5,0.3,-0.3,0,2,-2.4
CC(C)(C)C(=O)CN1CCN(C2c3ccccc3-c3ccccc32)CC1,-0.5,-8,-4,-1,-5.7,-1.6,1,2,-3.4
CCCCN1CC(=O)N2[C@H]3c4cc(Cl)ccc4OC[C@@H]3[C@H](c3ccccc3)[C@]2(C)C1=O,-3.6,-2,3,8,-0.2,-0.5,0,3,0.4
COc1ccc(Cl)cc1C(=O)OCC(=O)N(C)CC(=O)Nc1ccc(F)cc1,-0.6,26,2,7,13,-2.1,1,6,-0.2
COc1cc(Cl)cc(/C=C/c2ccc3cccc(O)c3n2)c1OC,·,?,-10,-9,-3.0,2.2,0,12,1.2
COC(=O)c1ccc(CSc2nnc(SCc3ccc(C(=O)OC)o3)s2)o1,-0.3,5,10,1,1.3,0.3,-4,-5,-3.6
C[C@@H](NC(=O)[C@@H]1CCCN1C(=O)[C@@H]1CCCN1C(=O)c1ccc(Cl)cc1)c1ccccc1,·,-5,3,0,0.2,·,·,·,·
COc1ccc(S(=O)(=O)N2CCN=C2SCc2cccc(F)c2)cc1,-0.6,2,9,13,-0.1,4.8,-1,14,-3.1
O=C1Nc2ccc([N+](=O)[O-])cc2C1=Nc1cccc(CO)c1,·,9,59*,-6,2.0,·,5,15,-1.8
COc1cc(C(=O)Nc2ccc3nc4n(c(=O)c3c2)CCCC4)ccc1Br,·,-6,-11,-5,0.1,-0.3,1,1,-5.4
C=CCn1c(O)c(Cc2ccc(OCC)cc2)c(=O)[nH]c1=O,-0.8,-1,-3,-4,-2.0,0.9,5,1,·
Cn1c(SCC(=O)Nc2cccc(S(=O)(=O)N3CCOCC3)c2)nnc1-c1ccncc1,·,-6,4,0,-0.2,0.9,1,-11,-3.7
CCOC(=O)CN(C(=O)CSc1nnc(CNc2ccc(C)cc2C)n1CC)c1ccccc1,·,-4,6,6,0.1,-0.9,0,-2,-0.9
CCS(=O)(=O)CCSc1nc2ccccc2s1,-0.8,1,-12,-6,0.0,0.3,1,15,-4.0
CCOC(=O)CCN(Cc1cccs1)S(=O)(=O)c1ccc(Cl)cc1,·,-14,·,·,-1.2,-0.6,-1,-1,-1.1
C=CCn1c(CCSCc2ccc(OC)c(C)c2)n[nH]c1=S,-0.1,-1,10,-5,-0.3,-1.3,1,-8,-0.4
COc1cc2cc(CCOC(=O)CCCC(=O)O)oc(=O)c2cc1OC,-1.0,-6,-3,4,-0.6,-0.5,2,8,-2.8
CCCc1ncc(C(O)c2cccc(OC)c2OC)n1C (configuration not stated),-3.0,3,-15,0,-0.3,0.8,1,9,-1.3
O=C(Cc1ccccc1F)Nc1cccc2cccnc12,1.0,-2,3,4,0.0,0.7,-3,6,-1.8
COc1cc2c(cc1OC)CN(C(=O)CC1CC3CCC1C3)CC2 (configuration not stated),-0.1,·,9,5,·,0.3,4,8,-3.1
COc1ccc(CNC(=O)CSc2nnc(-c3cccnc3)n2N)cc1,-0.7,-14,-4,-4,2.8,-0.6,1,5,-4.6

# Structures above that have an NH in an aromatic ring (11):
SMILES,BioA inh,BoNT-F LC inh,CCHF vOTU inh,PrPC TRFRET,BoNT-A LC inh2,Mtb UGM inh,FBA Mtb inh,GDH-TPI inh,FadD28 FP inh
CCN(CC)CCN1C(=O)C(=O)/C(=C(/O)c2c(C)[nH]c(C(=O)OC)c2C)C1c1cccs1 (configuration not stated),-2.0,-9,5,-1,-1.0,0.5,-1,15,-0.1
COC(=O)c1[nH]c2ccc(C)cc2c1NC(=O)Nc1ccccc1OC,0.1,-7,14,-11,-0.1,-2.5,5,16,-0.2
COc1ccc(-c2c(N)n[nH]c2C)cc1OC,·,-9,-10,-2,-0.4,-4.1,-3,-2,-4.2
Cc1ccc(-n2cc(CN(C)Cc3ncc[nH]3)c(-c3cccc(C)c3)n2)cc1,·,-12,5,8,-0.7,1.7,2,12,-0.4
Clc1cnc2nc(SC/C=C/c3ccccc3)[nH]c2c1,0.7,-4,-12,-7,-0.3,1.5,2,0,-3.0
CC(C)Cc1nc(SCC(=O)Nc2nnc(CC(C)C)s2)n[nH]1,·,-11,-6,6,-1.3,1.0,-2,-6,-3.6
Cc1ccc2cc(CCNC(=O)c3ccco3)c(=O)[nH]c2c1C,-1.3,-1,-2,8,-0.5,0.1,4,12,-1.8
CCCn1c(N/N=C\C=C\c2ccccc2)nc2c1c(=O)[nH]c(=O)n2C,·,-3,17,-9,-0.5,0.0,-4,31*,-1.5
CN(C)CCCN=Cc1c(O)n(CCc2ccc(F)cc2)c(=O)[nH]c1=O,-1.3,5,-1,5,0.3,-0.3,0,2,-2.4
C=CCn1c(O)c(Cc2ccc(OCC)cc2)c(=O)[nH]c1=O,-0.8,-1,-3,-4,-2.0,0.9,5,1,·
C=CCn1c(CCSCc2ccc(OC)c(C)c2)n[nH]c1=S,-0.1,-1,10,-5,-0.3,-1.3,1,-8,-0.4
